Compound activity as filed in PubChem BioAssay.
15-hLO-2 inh = qHTS Assay for Inhibitors of 15-hLO-2 (15-human lipoxygenase 2); Potency, µM (doses to about 57.1 µM), for the others: at the highest dose activity change, negative = inhibition, usual class: inhibitors; AID 881, 2007; 0.56% of 110,000 active; purified 15hLO-2, xylenol orange hydroperoxide absorbance; also: potency is read from the fitted curve at half-maximal effect; nearly all actives have a fitted effect of over 60% in size; many of its hits are not listed in these tables
Target sequence (O15296 whole entry, looked up): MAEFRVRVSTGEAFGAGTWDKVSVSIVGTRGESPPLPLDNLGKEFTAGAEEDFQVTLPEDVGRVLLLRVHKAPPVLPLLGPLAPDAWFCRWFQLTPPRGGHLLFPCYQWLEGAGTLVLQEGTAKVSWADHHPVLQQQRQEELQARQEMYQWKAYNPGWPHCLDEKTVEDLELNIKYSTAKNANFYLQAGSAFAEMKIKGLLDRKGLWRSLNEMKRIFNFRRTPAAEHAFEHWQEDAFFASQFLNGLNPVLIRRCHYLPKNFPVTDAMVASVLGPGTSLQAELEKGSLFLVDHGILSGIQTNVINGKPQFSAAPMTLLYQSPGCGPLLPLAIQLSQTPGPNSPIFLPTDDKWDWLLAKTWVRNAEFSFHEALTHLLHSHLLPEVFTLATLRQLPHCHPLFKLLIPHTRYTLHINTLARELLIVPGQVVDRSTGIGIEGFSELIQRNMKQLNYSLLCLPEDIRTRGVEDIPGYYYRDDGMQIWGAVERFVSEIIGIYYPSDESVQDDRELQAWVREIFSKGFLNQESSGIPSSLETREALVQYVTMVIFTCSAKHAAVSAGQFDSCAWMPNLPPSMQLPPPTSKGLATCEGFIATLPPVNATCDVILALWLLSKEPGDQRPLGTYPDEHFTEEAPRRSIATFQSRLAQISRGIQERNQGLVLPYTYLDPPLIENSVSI
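Purified human 15hLO-2 (50 nM final) preincubated with compounds 15 min at room temperature in 25 mM Hepes pH 7.5, 0.01% Triton X-100, then 45 uM arachidonic acid added for 90 min; hydroperoxide detected via ferrous/xylenol orange, 573/405 nm absorbance ratio.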
PNC inhibitor = High Content Assay for Compounds that inhibit the Assembly of the Perinucleolar Compartment | 3.1% of 140,000 active | AID 2417, 2010 | PC3M PTB-GFP, PNC prevalence imaging, 16 h; hits give low values | activity change (PNC), negative = inhibition, % at 10 µM;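 active = readout at or below -70, meaning at least 70% loss of cells showing the perinucleolar compartment, a nuclear body marking cancer cells; inconclusive = readout between -30 and a set limit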;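 also: plate controls were DMSO wells for no effect and camptothecin positive control wells for full effect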
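Read-out is percentage of cells bearing a perinucleolar compartment, from automated 20x imaging of fixed, Hoechst-stained PC3M PTB-GFP cells. Cells were seeded 4 h, then exposed 16 h to compound (23 nl of library stock) in duplicate plates.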
IMPase cell inh = qHTS Assay for Identifying the Cell-Membrane Permeable IMPase Inhibitors | 120,000 tested, under 10 active | CHO-M1 cells, IP1 accumulation, HTRF TR-FRET ratio | Inositol monophosphatase 1 (Rattus norvegicus), P97697 | inhibition (IP1 accumulation), % at 46.1 µM | AID 901, 2007; active = well fitted curve in the direction sought with a large enough effect in the signal ratio, not every such curve was filed as active; inconclusive = small, poorly fitted or top-dose-only effect, or a change in a side signal; inactive = no such curve, though single readings can be large or run the other way; the % refers to the signal ratio;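 also: cells stimulated with carbachol in lithium chloride buffer; plate controls were DMSO basal wells for no effect and reference inhibitor wells for full effect; higher means more IMPase inhibition seen as more IP1 and lower FRET ratio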
Target sequence (P97697 whole entry, looked up): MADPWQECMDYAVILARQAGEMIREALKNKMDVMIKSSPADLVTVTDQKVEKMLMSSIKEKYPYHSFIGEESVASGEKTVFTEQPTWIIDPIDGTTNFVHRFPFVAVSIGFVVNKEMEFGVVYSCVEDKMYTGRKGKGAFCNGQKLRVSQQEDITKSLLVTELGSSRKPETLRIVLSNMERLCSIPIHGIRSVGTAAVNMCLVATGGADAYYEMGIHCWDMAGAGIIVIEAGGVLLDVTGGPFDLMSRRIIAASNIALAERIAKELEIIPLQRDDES
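Measured: the HTRF emission ratio (665/620 nm) plus the 620 nm donor channel, each fitted to the Hill equation to give AC50. Cells were CHO-M1 given compounds up to 46 uM and a 30 min carbachol stimulation at 37C.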
12-hLO inh = qHTS Assay for Inhibitors of 12-hLO (12-human lipoxygenase); 0.12% of 150,000 active; Potency, µM (series often up to 57.1 µM), without a hit: at the top dose activity change, negative = inhibition, actives largely listed as inhibitors; purified 12-hLO, xylenol orange hydroperoxide absorbance; Polyunsaturated fatty acid lipoxygenase ALOX12 (Homo sapiens), P18054; also: potency is read from the fitted curve at half-maximal effect; nearly all actives have a fitted effect of over 55% in size; many of its hits are not listed in these tables
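Hydroperoxide output read as Fe(III)-xylenol orange absorbance, 573-to-405 nm ratio, after 30 min reaction with 40 uM arachidonic acid. Enzyme: 150 nM purified human 12hLO, 15 min compound preincubation; 25 mM Hepes pH 7.0, room temperature.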
* hit, by the source's call; [ ] = remark or other dose. Unless noted, calls follow the shape of the dose curve; as a rule, active = well fitted curve in the direction sought with a large enough effect; inconclusive = small, poorly fitted or top-dose-only effect, or another doubt; inactive = no such curve, though single readings can be large; an effect the other way counts as inactive or inconclusive. Unless noted, % is scaled to controls: 0 for no effect and ±100 for the full control effect.

What do the screens show for `Cc1cc(NS(=O)(=O)c2ccc(NC(=O)Nc3ccccc3)cc2)no1`?
15-hLO-2 inh: -4%; PNC inhibitor: inconclusive; IMPase cell inh: -1; 12-hLO inh: 3%

Results for O=C(NC12CC3CC(CC(C3)C1)C2)c1cc2nc(-c3ccco3)cc(C(F)(F)F)n2n1 ?
15-hLO-2 inh: -2%; PNC inhibitor: 5; IMPase cell inh: 1; 12-hLO inh: -1%

Results for Cc1csc(NC(=O)C2CCN(S(=O)(=O)c3ccc4c(c3)oc(=O)n4C)CC2)n1 ?
15-hLO-2 inh: 0%; PNC inhibitor: -6; IMPase cell inh: -3; 12-hLO inh: -27%

Results for COc1ccc(-c2cc(C(F)(F)F)n3nc(C(=O)N4CCCC4)cc3n2)cc1 ?
15-hLO-2 inh: -3%; PNC inhibitor: -19; IMPase cell inh: 6; 12-hLO inh: -1%

What do the screens show for `Clc1ccc(CSc2nnc(-c3ccncc3)o2)c(Cl)c1`?
15-hLO-2 inh: 0%; PNC inhibitor: 3; IMPase cell inh: 4; 12-hLO inh: -12%

Results for Cc1ccc(N=Cc2nc(/C=C/c3cccc([N+](=O)[O-])c3)oc2O)cc1 ?
15-hLO-2 inh: -24%; PNC inhibitor: 28; IMPase cell inh: 0; 12-hLO inh: 3%

Results for O=C(O)c1ccc(CSc2n[nH]c(-c3ccco3)n2)cc1 ?
15-hLO-2 inh: 2%; PNC inhibitor: 25; IMPase cell inh: 3; 12-hLO inh: -7%

How did COc1ccc(C2C(C#N)=C(N)Oc3n[nH]c(C)c32)cc1Cn1nc(C)c([N+](=O)[O-])c1C (configuration not stated) do in these assays?
15-hLO-2 inh: 0%; PNC inhibitor: inconclusive; IMPase cell inh: -1; 12-hLO inh: 4%

What do the screens show for `O=C(NNS(=O)(=O)c1ccc(Cl)cc1)c1cc(-c2ccccc2)nc2ccccc12`?
PNC inhibitor: -25; 12-hLO inh: -6%

How did Cc1cnc2ncc3sccc3c2c1 do in these assays?
PNC inhibitor: -2; 12-hLO inh: -1%

What do the screens show for `O=C1[C@@H]2[C@@H]3C[C@@H]([C@H]4ON=C(c5ccc(Cl)cc5)[C@@H]34)[C@@H]2C(=O)N1C1CCCCC1`?
PNC inhibitor: inconclusive; IMPase cell inh: -1; 12-hLO inh: -2%

How did O=C(c1cc(-c2ccc3c(c2)OCO3)on1)N1CCN(c2ccccc2)CC1 do in these assays?
15-hLO-2 inh: 2%; PNC inhibitor: -8; IMPase cell inh: inconclusive; 12-hLO inh: -7%

What do the screens show for `COc1cccc(Nc2ncnc3ccccc23)c1`?
15-hLO-2 inh: -4%; PNC inhibitor: -18; IMPase cell inh: 3; 12-hLO inh: -3%

Results for Cc1cc(=O)[nH]c2c1c(C)nn2C1CCOC(C)(C)C1 (configuration not stated) ?
PNC inhibitor: 43; IMPase cell inh: 8; 12-hLO inh: 0%

What do the screens show for `CCC1CCCCN1C(=O)c1nn2cccnc2c1Cl` (configuration not stated)?
15-hLO-2 inh: 2%; PNC inhibitor: 55; IMPase cell inh: 0; 12-hLO inh: 2%

How did Cc1ccc(-c2noc(CCC(=O)Nc3ccc4c(c3)OCO4)n2)cc1 do in these assays?
15-hLO-2 inh: -7%; PNC inhibitor: 17; IMPase cell inh: -15; 12-hLO inh: -3%

What do the screens show for `CN(C)c1ccc(/C=C/c2ccc3ccccc3[n+]2C)cc1`?
PNC inhibitor: 5; IMPase cell inh: inconclusive; 12-hLO inh: 0%

How did O=C(NNC(=O)c1ccc(SCC2CCCO2)c([N+](=O)[O-])c1)c1ccc(F)cc1 (configuration not stated) do in these assays?
15-hLO-2 inh: -11%; PNC inhibitor: 2; IMPase cell inh: 7; 12-hLO inh: -4%

How did CCOc1cc(-c2ccc(N)c(OCC)c2)ccc1N do in these assays?
15-hLO-2 inh: -3%[2.29 µM]; PNC inhibitor: 8; IMPase cell inh: 12; 12-hLO inh: 0%

What do the screens show for `O=C(N/N=C/c1cccs1)c1ccc(NC(=O)c2ccccc2Cl)cc1`?
PNC inhibitor: -30; IMPase cell inh: 0; 12-hLO inh: 2%

How did O=C(CN1C(=O)c2ccccc2S1(=O)=O)Nc1ccc(S(=O)(=O)N2CCCCC2)cc1 do in these assays?
15-hLO-2 inh: -4%; PNC inhibitor: -24; IMPase cell inh: 19; 12-hLO inh: -7%

Results for Cn1c(CNC(=O)Nc2cccc(Cl)c2)nnc1SCc1ccccc1 ?
15-hLO-2 inh: 5%; PNC inhibitor: 14; IMPase cell inh: inconclusive; 12-hLO inh: -3%

What do the screens show for `CCC(=O)Nc1cccc(NC(=O)c2cccnc2)c1`?
15-hLO-2 inh: 1%; PNC inhibitor: inconclusive; IMPase cell inh: -1; 12-hLO inh: 0%

Results for CS(=O)c1ccccc1COC(=O)Nc1ccc(Cl)cc1 (configuration not stated) ?
15-hLO-2 inh: -8%[11.4 µM]; PNC inhibitor: -80*; IMPase cell inh: 4[1.84 µM]; 12-hLO inh: -10%

What do the screens show for `CC(=O)Nc1ccc(Sc2ncccc2C(=O)Nc2ccc(F)cc2)cn1`?
15-hLO-2 inh: 7%; PNC inhibitor: 35; IMPase cell inh: 14; 12-hLO inh: 0%

Results for COC(=O)N1N=C(c2ccccc2)CC1(O)C(F)(F)F (configuration not stated) ?
15-hLO-2 inh: 1%; PNC inhibitor: 48; IMPase cell inh: -3; 12-hLO inh: 1%

How did CCCCc1nc(NCC2CCCO2)c(C#N)c2c1COC(C)(C)C2 (configuration not stated) do in these assays?
PNC inhibitor: 241; IMPase cell inh: -8; 12-hLO inh: 9%

What do the screens show for `CCc1nnc(NC(=O)CN2CCN(C3CCCCC3)CC2)s1`?
15-hLO-2 inh: -10%; PNC inhibitor: inconclusive; IMPase cell inh: 1; 12-hLO inh: -1%

How did COc1cccc(C(=O)Nc2c(C(N)=O)oc3ccccc23)c1 do in these assays?
15-hLO-2 inh: -2%; PNC inhibitor: -11; IMPase cell inh: -8; 12-hLO inh: -8%

Results for NC(=O)CN1C(=O)C(O)(CC(=O)/C=C\C=C\c2ccccc2)c2ccccc21 (configuration not stated) ?
PNC inhibitor: inconclusive; 12-hLO inh: 10%

An excerpt from above in order of count of non-hydrogen atoms, largest number first.
What do the screens show for `O=C(NNS(=O)(=O)c1ccc(Cl)cc1)c1cc(-c2ccccc2)nc2ccccc12`?
PNC inhibitor: -25; 12-hLO inh: -6%

Results for COc1ccc(-c2cc(C(F)(F)F)n3nc(C(=O)N4CCCC4)cc3n2)cc1 ?
15-hLO-2 inh: -3%; PNC inhibitor: -19; IMPase cell inh: 6; 12-hLO inh: -1%

How did Cc1cnc2ncc3sccc3c2c1 do in these assays?
PNC inhibitor: -2; 12-hLO inh: -1%

The list continues:
What do the screens show for `CCn1cc(C(=O)OCC(=O)Nc2cccc(S(=O)(=O)N3CCOCC3)c2)c(=O)c2ccc(C)nc21`?
15-hLO-2 inh: 0%; PNC inhibitor: 16; IMPase cell inh: 7; 12-hLO inh: 1%

Results for Cc1ccc(NCc2nnc(SCC(=O)NCCc3ccccc3)n2C)cc1 ?
15-hLO-2 inh: -2%; PNC inhibitor: inconclusive; IMPase cell inh: 6; 12-hLO inh: 38%[activator]

What do the screens show for `NNC(=O)CN1C(c2ccc(Cl)cc2)=Nc2ccc(Br)cc2C1c1ccccc1` (configuration not stated)?
15-hLO-2 inh: 56%[activator]; PNC inhibitor: inconclusive; IMPase cell inh: 6; 12-hLO inh: -19%

How did N=c1ccn(Cc2ccccc2Cl)cc1 do in these assays?
15-hLO-2 inh: 3%; PNC inhibitor: inconclusive; IMPase cell inh: 5; 12-hLO inh: 0%

Results for O=C(CSc1nc2c(cnn2-c2ccccc2)c(=O)[nH]1)c1ccc(Cl)cc1 ?
PNC inhibitor: 120; IMPase cell inh: 5; 12-hLO inh: -6%

What do the screens show for `Cc1cc(N2CCN(C(=O)c3ccco3)CC2)n2nc(C)nc2n1`?
PNC inhibitor: 54; 12-hLO inh: -2%

What do the screens show for `O=C1CC(Cc2ccccc2)C(=O)N1CCc1ccc2c(c1)OCO2` (configuration not stated)?
15-hLO-2 inh: -4%; PNC inhibitor: 48; IMPase cell inh: 1; 12-hLO inh: -4%

How did O=C(Cn1nnc(-c2cccs2)n1)OC1CCCCC1 do in these assays?
15-hLO-2 inh: 3%; PNC inhibitor: -3; IMPase cell inh: -1; 12-hLO inh: 1%

How did C[C@H](CCC(=O)O)[C@H]1CC[C@H]2[C@@H]3CC[C@@H]4C[C@H](O)CC[C@]4(C)[C@H]3C[C@H](O)[C@]12C do in these assays?
15-hLO-2 inh: -10%; 12-hLO inh: 4%

Results for O=C(O)CCCCn1ccc(=O)[nH]c1=O ?
15-hLO-2 inh: -3%[11.4 µM]; 12-hLO inh: -4%[11.4 µM]

How did Cc1ccc(C(=O)N/N=C/c2nc3ccccc3n2C)cc1 do in these assays?
15-hLO-2 inh: -1%; PNC inhibitor: 19; IMPase cell inh: 1; 12-hLO inh: 2%

What do the screens show for `Cc1ccc(NC(=O)c2ccc(COc3ccc4c(c3)CCC4)cc2)c(C)c1`?
PNC inhibitor: inconclusive; IMPase cell inh: 14; 12-hLO inh: 0%

How did O=C(c1ccc(CS(=O)(=O)c2c(Cl)cccc2Cl)o1)N1CCCC1 do in these assays?
15-hLO-2 inh: -2%; PNC inhibitor: 26; IMPase cell inh: 6; 12-hLO inh: 4%

Results for C(=N\c1nc2ccccc2n1Cc1ccccc1)/c1cccs1 ?
15-hLO-2 inh: 22%; PNC inhibitor: 29; IMPase cell inh: 2; 12-hLO inh: -4%

What do the screens show for `O=C1C2C(c3ccccc3)C=CC(c3ccccc3)C2C(=O)N1CCO` (configuration not stated)?
15-hLO-2 inh: -8%; PNC inhibitor: -19; IMPase cell inh: 1; 12-hLO inh: 0%

How did O=C1OCCC1Sc1nnnn1-c1ccccc1 (configuration not stated) do in these assays?
15-hLO-2 inh: 5%; PNC inhibitor: 44; IMPase cell inh: 5; 12-hLO inh: -1%

What do the screens show for `Cc1ccnc(NS(=O)(=O)c2ccc(NC(=O)C3CCCCC3C(=O)O)cc2)n1` (configuration not stated)?
15-hLO-2 inh: -4%; PNC inhibitor: inconclusive; IMPase cell inh: 10; 12-hLO inh: 0%

What do the screens show for `CCOc1ccccc1C1CC(c2ccc(Cl)cc2)Nc2nc(N)nn21` (configuration not stated)?
15-hLO-2 inh: 44%[activator]; PNC inhibitor: -5; IMPase cell inh: 13; 12-hLO inh: -5%

What do the screens show for `Cc1ccc2nc(SCCC(=O)O)cc(C)c2c1`?
15-hLO-2 inh: -8%; PNC inhibitor: 11; IMPase cell inh: inconclusive; 12-hLO inh: -5%

How did COC(=O)C1=C(C)C(c2ccc(OC)cc2)NC(=S)N1 (configuration not stated) do in these assays?
15-hLO-2 inh: -14%; PNC inhibitor: 0; IMPase cell inh: 7; 12-hLO inh: -9%

How did FC(F)(F)c1cccc(OCCOCCn2cncn2)c1 do in these assays?
15-hLO-2 inh: 10%[2.29 µM]; PNC inhibitor: inconclusive; IMPase cell inh: 0; 12-hLO inh: -1%

Results for Cn1c(=O)cc(OCC(=O)N2CCC(N3CCCCC3)CC2)c2ccccc21 ?
15-hLO-2 inh: 2%; PNC inhibitor: -2; IMPase cell inh: 12; 12-hLO inh: 4%

Results for O=C(CSc1ccc(Cl)cc1Cl)N1CCC(c2nc3ccccc3s2)CC1 ?
15-hLO-2 inh: 17%; PNC inhibitor: 43; IMPase cell inh: 1; 12-hLO inh: -16%

What do the screens show for `CC(=O)c1cnc2c(-c3ccc(Cl)cc3)cnn2c1C`?
PNC inhibitor: 7; IMPase cell inh: 1; 12-hLO inh: 1%

Only part of the results is shown; rates above refer to the full screens.
